LYPLA2 counter: LYPLA2 (human) inhibition in PME1 counter-screen. O95372. recombinant LYPLA2, FP-Rh probe fluorescence polarization. inhibition, % at 5.9 µM. actives 0.38% (n = 320,000). AID 2177;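 active = inhibition above the screen-wide mean plus 3 SD, limit set per campaign, cut at about 26% in these data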;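 note: 0% = LYPLA2 with DMSO and 100% = wells lacking LYPLA2 enzyme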
Target sequence (O95372 whole entry, looked up): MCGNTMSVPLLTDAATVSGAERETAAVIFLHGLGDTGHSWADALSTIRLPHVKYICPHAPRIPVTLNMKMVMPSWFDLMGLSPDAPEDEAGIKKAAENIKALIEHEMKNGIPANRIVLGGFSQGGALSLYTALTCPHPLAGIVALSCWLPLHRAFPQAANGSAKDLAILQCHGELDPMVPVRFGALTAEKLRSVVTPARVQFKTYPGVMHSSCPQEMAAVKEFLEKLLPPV
pPAFAH inh: inhibitors of human plasma PAF acetylhydrolase (pPAFAH); AID 463082; Q13093; actives 1.5% (n = 330,000); inhibition, % at 3.39 µM; recombinant pPAFAH, FP-rhodamine probe fluorescence polarization;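 active = inhibition above the mean inhibition across the screen plus 3 SD, cut at about 25% in these data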;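 note: inhibitors block binding of the rhodamine activity-based probe so polarization drops; 0% = enzyme with DMSO and 100% = wells lacking pPAFAH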
PAFAH1B3 FP inh: inhibitors of human PAFAH1B3; recombinant PAFAH1B3, FP-rhodamine probe, fluorescence polarization; actives 0.28% (n = 340,000); inhibition, % at 3.39 µM; Q15102; AID 492972;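 active = inhibition above the screen-wide average of all tested compounds plus 3 SD, cut at about 25% in these data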;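 note: 0% = enzyme with DMSO only and 100% = wells lacking PAFAH1B3 protein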
EBNA-1 inhibitor: blocks EBNA-1 binding to DNA. EBNA-1 DNA binding, fluorescence polarization. actives 0.34% (n = 300,000). inhibition, % at 14.8 µM. AID 1950; in the data active = inhibition above about 28%
LYPLA1 counter: blocks human lysophospholipase 1, a PME1 counter-screen | inhibition, % at 5.9 µM | recombinant LYPLA1, FP-Rh probe fluorescence polarization | actives 0.16% (n = 320,000) | O75608;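 active = inhibition above the mean of all tested compounds plus 3 SD, set per campaign, cut at about 14% in these data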;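 note: inhibitors block serine hydrolase probe labeling of LYPLA1 so polarization falls; 0% = enzyme with DMSO and 100% = wells lacking LYPLA1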
PAFAH1B2 inh: PAFAH1B2 (human) inhibition; recombinant PAFAH1B2, FP-rhodamine activity probe, fluorescence polarization; AID 492953; P68402; inhibition, % at 3.39 µM; actives 1.2% (n = 340,000);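 active = inhibition above the mean of all tested compounds plus 3 SD, cut at about 24% in these data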;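 note: 0% = enzyme with DMSO and 100% = wells lacking PAFAH1B2; many of its hits are not listed in these tables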
PREPL inhibitor: inhibitors of human prolyl oligopeptidase-like enzyme PREPL | Q4J6C6 | recombinant PREPL, fluorescence polarization activity-based probe | inhibition, % at 5.96 µM | actives 0.68% (n = 320,000) | AID 2751; in the data active = inhibition above about 43%;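 note: 0% = enzyme with DMSO and 100% = wells lacking enzyme; many of its hits are not listed in these tables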
Target sequence (Q4J6C6 whole entry, looked up): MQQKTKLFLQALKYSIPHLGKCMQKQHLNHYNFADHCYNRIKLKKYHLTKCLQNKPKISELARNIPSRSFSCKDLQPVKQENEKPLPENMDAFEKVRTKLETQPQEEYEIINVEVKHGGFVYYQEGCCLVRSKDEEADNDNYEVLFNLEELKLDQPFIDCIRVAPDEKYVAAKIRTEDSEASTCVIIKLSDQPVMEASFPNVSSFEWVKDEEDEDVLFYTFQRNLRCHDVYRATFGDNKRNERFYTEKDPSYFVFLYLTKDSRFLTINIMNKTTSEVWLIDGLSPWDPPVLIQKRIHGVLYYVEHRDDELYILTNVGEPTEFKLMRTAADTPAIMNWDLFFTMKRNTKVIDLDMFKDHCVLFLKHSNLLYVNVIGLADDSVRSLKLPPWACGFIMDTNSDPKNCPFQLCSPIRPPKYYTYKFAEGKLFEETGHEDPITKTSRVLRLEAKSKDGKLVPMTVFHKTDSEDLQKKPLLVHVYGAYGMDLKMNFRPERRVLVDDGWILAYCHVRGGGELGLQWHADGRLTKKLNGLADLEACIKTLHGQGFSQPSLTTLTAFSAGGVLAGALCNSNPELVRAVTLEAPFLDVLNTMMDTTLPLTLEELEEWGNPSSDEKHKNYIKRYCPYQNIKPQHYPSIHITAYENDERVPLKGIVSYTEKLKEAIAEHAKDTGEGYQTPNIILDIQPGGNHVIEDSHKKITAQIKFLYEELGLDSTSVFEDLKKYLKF
ZTA counter: blocks Epstein-Barr virus ZTA, an EBNA-1 counter-screen. actives 0.15% (n = 320,000). AID 2234. inhibition, % at 11 µM. ZTA-DNA binding, fluorescence polarization. P03206; in the data active = inhibition above about 33%
PAFAH2 inh: inhibitors of human PAFAH2; AID 492956; actives 0.99% (n = 340,000); recombinant PAFAH2, FP-rhodamine activity probe, fluorescence polarization; inhibition, % at 3.39 µM;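 active = inhibition above the mean over all tested compounds plus 3 SD, cut at about 30% in these data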;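 note: inhibitors block probe labeling of enzyme so polarization drops; 0% = enzyme with DMSO and 100% = wells lacking PAFAH2 protein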
An asterisk follows results filed as active; . = not tested or not shown.

structure,LYPLA2 counter,pPAFAH inh,PAFAH1B3 FP inh,EBNA-1 inhibitor,LYPLA1 counter,PAFAH1B2 inh,PREPL inhibitor,ZTA counter,PAFAH2 inh
Cc1ccc(NC(=O)CNC(=O)c2ccco2)c(Cl)c1,4,4,8,-8,1,1,0,-14,-5
CCOc1ccccc1N(CC(=O)NC1CCCC1)C(=O)CNC(=O)c1cccs1,-5,10,3,-1,-4,-1,2,7,10
Cc1onc(-c2ccccc2)c1C(=O)Nc1ccc(C(=O)N2CCCCC2)cc1,3,0,4,-7,1,1,6,-15,4
O=C(NCCN1CCN(c2ccccc2)CC1)c1cccn2c(=O)c3cc(Cl)ccc3nc12,5,2,1,5,1,-2,-18,9,-2
CC(=O)c1ccc(NC(=S)NCCCn2ccnc2)cc1,5,9,-5,5,-1,-1,-6,24,4
COc1ccc(C(=O)Nc2ccc(N3CCN(C(=O)c4ccccc4)CC3)cc2)cc1[N+](=O)[O-],16,3,-6,-9,3,2,16,-3,0
C[C@]12CC[C@@H]3c4ccc(O)cc4CC[C@H]3[C@@H]1C[C@@H](O)[C@@H]2O,1,1,14,-9,1,-2,13,-6,-2
Cc1ncc(CSc2ccc(Cl)cc2)c(CO)c1O,-1,0,6,-4,-1,27*,-5,8,1
O=C(OCn1nnc2ccccc2c1=O)c1ccc(O)cc1,12,0,7,-1,5,5,2,7,33*
CCN(CC)S(=O)(=O)c1ccc(C(=O)Nc2cc3oc4ccccc4c3cc2OC)cc1,6,0,8,5,1,-1,19,11,3
O=C(COC(=O)c1ccccc1C(=O)c1ccc(Cl)cc1)NC(c1ccccc1)c1ccccc1,-8,3,4,13,-5,0,-4,12,7
CCOc1ccc(CCNC(=O)c2cnccn2)cc1OCC,-2,2,15,5,0,-2,3,21,2
CCOCCCNC(=O)CN1C(=O)C(CC)Oc2ccccc21 (stereo unspecified),-4,-10,0,-16,2,-2,3,1,-2
CCN(CC)S(=O)(=O)c1ccc(S(=O)(=O)N2CCN(C(=O)c3ccco3)CC2)cc1,-9,0,5,8,-3,1,-5,3,-6
CCC(NC(=O)CCC(=O)N1CCN(S(=O)(=O)c2ccc(C)cc2)CC1)c1ccc(C)cc1 (stereo unspecified),1,3,1,.,6,11,13,3,13
N#CCCNC(=O)CCN1CCCCC1,1,1,5,2,-2,2,-5,6,-1
O=C(NNC(=O)c1ccccc1[N+](=O)[O-])c1cnccn1,-1,5,4,-2,-2,1,-1,-4,5
CCOC(=O)N1CCN(Cc2nc(-c3ccc(C)cc3)no2)CC1,1,0,5,-4,2,3,3,-2,0
O=C(NCCOc1ccccc1-c1ccccc1)c1ccco1,2,6,0,-10,2,9,-7,-5,6
CC1=C(C(=O)Nc2cccnc2)C(c2ccccn2)n2nnnc2N1 (stereo unspecified),-11,-3,3,3,-6,3,2,16,9
COc1ccc2[nH]c(=O)c(CN(Cc3ccc(C)cc3)Cc3nnnn3CC3CCCO3)cc2c1 (stereo unspecified),-1,6,4,-5,1,3,10,14,5
c1ccc(Oc2cccc(OCCCCSc3ncccn3)c2)cc1,1,5,5,7,6,-1,-9,-1,1
CCCOc1ccc(-c2c(C(=O)N/N=C/c3ccccc3OCC)nnn2-c2nonc2N)cc1,4,0,9,-2,-5,-1,-1,2,-5
CC(c1ccccc1)N1CC(C(=O)Nc2nccs2)CC1=O (stereo unspecified),-11,5,7,-9,-4,0,-6,3,5
CCCc1cc(CNC(=O)C2CCC(=O)N(Cc3ccccc3F)C2)on1 (stereo unspecified),-7,5,9,0,-3,3,0,3,-1
Cc1cccc(-n2nc([N+](=O)[O-])c(=NCc3cccnc3)n2O)c1,0,4,12,-2,-2,2,6,6,2
COCCNCCCOc1ccc(Cl)cc1Br,1,2,-4,-4,-5,5,-3,-3,5
COc1ccc(/C=N/N=C2\SC(CC(=O)O)C(=O)N2c2ccccc2)cc1 (stereo unspecified),-2,2,-2,-2,0,0,0,-21,2
Cc1cc(C(=O)OCC(=O)N2CCC(c3ccccc3)=N2)ccc1[N+](=O)[O-],1,1,2,-8,-2,-1,5,-1,-5
O=C(NCCc1ccc(C(F)(F)F)cc1)C1COc2ccccc2O1 (stereo unspecified),4,-6,8,-11,5,19,-16,3,-2

Next section, starting with the last two of the part before.
structure,LYPLA2 counter,pPAFAH inh,PAFAH1B3 FP inh,EBNA-1 inhibitor,LYPLA1 counter,PAFAH1B2 inh,PREPL inhibitor,ZTA counter,PAFAH2 inh
Cc1cc(C(=O)OCC(=O)N2CCC(c3ccccc3)=N2)ccc1[N+](=O)[O-],1,1,2,-8,-2,-1,5,-1,-5
O=C(NCCc1ccc(C(F)(F)F)cc1)C1COc2ccccc2O1 (stereo unspecified),4,-6,8,-11,5,19,-16,3,-2
O=C(Cc1ccccc1)N/N=C/c1cccn1-c1ccc([N+](=O)[O-])cc1,-2,11,1,-2,3,12,7,-3,3
COCCNC(=O)C1CC(c2ccc(F)cc2)=NO1 (stereo unspecified),6,2,0,-9,2,3,-1,-16,1
Cc1ccc(COC(=O)c2ccc3c(c2)C(=O)N(CCCN2CCOCC2)C3=O)cc1,1,6,9,9,3,5,12,12,4
CCOC(=O)C1C(c2ccccc2)C(C(=O)OCC)C1c1ccccc1 (stereo unspecified),6,3,14,11,4,4,-4,-9,7
C=CCn1c(C)cc(C(=O)COc2ccc(S(=O)(=O)N3CCCC3)cc2[N+](=O)[O-])c1C,1,6,6,1,-2,3,0,1,2
CC(=O)Nc1ccc2nc(NC(=O)c3ccc([N+](=O)[O-])s3)sc2c1,3,5,.,-8,0,.,0,-30,.
CC1=CC(C)C2(CO)COC(c3cccnc3)C1C2C (stereo unspecified),-6,1,1,10,0,-4,-4,-2,6
CC(OC(=O)c1ccc(NC(=O)CC#N)cc1)C(=O)Nc1ccc(Oc2ccccc2)cc1 (stereo unspecified),-50,14,-30,9,-27,-19,-22,3,-35
Cc1cc2oc(=O)cc(CN3CCCCC3)c2cc1C(C)C,-3,3,-1,3,1,3,-4,1,-4
COc1ccc(CNC(=O)C(=O)NCC2OCCN2S(=O)(=O)c2ccc3c(c2)OCCO3)cc1 (stereo unspecified),1,-2,1,3,0,1,-5,15,5
CCOC(=O)C(=N/O)/C(C)=N/NC(=O)C(=O)Nc1ccc(Cl)cc1,-3,3,1,5,-2,-1,9,-9,2
O=C1CN(C(=O)CCCc2c[nH]c3ccccc23)c2ccccc2N1,-3,0,7,-13,-6,3,5,-4,-3
Cc1ccc[n+](CC(=O)Nc2cc(C(F)(F)F)ccc2Cl)c1,-1,4,17,-2,-2,-5,-3,6,9
CCOc1ccccc1/C=C(/NC(=O)c1ccccc1)C(=O)NCC(=O)O,15,4,7,-3,2,5,7,5,-3
CC(C)[C@H](NC(=O)[C@@H]1CSC2c3ccccc3C(=O)N21)C(=O)NC1CCCCC1 (stereo partly specified),8,6,5,3,4,1,9,7,4
COc1ccc(-c2csc(N(CCCN3CCOCC3)C(=O)c3ccco3)n2)cc1,-4,-2,3,-4,5,2,22,7,-2
Cc1cccc(OCC(=O)Nc2cc(C)ccc2O)c1,-10,-5,10,-6,-8,1,0,-2,-4
CCC(Sc1nc2ccncc2[nH]1)C(=O)Nc1ccc(C)c(Cl)c1 (stereo unspecified),-10,-12,3,-9,-14,-3,-8,10,-5
Cc1ccc(S(=O)(=O)N2CCN(C(=O)c3ccc(N4CCCC4)c([N+](=O)[O-])c3)CC2)cc1,-5,7,-5,-3,-2,1,-2,5,-2
CCOc1ccc(CN(C)Cc2cc(=O)oc3cc(C)c(Cl)cc23)cc1,1,5,7,15,-3,1,-20,5,-2
CC(C)C1CC(CCNCc2ccc(N(C)C)cc2)(c2ccccc2)CCO1 (stereo unspecified),-1,3,-1,16,-6,-1,7,-8,-7
COc1cccc(CN2C(=NC(=O)C3CC3)SC3CS(=O)(=O)CC32)c1 (stereo unspecified),-7,0,-2,-12,1,0,-10,0,-3
Cc1csc(NC(=O)CN2C(=O)COc3ccc(Cl)cc32)n1,8,1,11,4,2,6,7,-14,10
Cc1ccccc1NC(=O)CSc1nnc(C2CC2)n1CC1CCCO1 (stereo unspecified),0,1,11,13,3,0,-3,7,-4
Cc1cc(C)c2c(=O)cc(C(=O)NCc3ccccc3)oc2c1,2,4,1,8,1,0,5,11,2
CC(C)(CNC(=O)c1ccc(-c2cccc(C(F)(F)F)c2)o1)N1CCOCC1,3,8,4,0,2,6,13,-15,-5
Cc1cc(C)nc(N/C(=N\S(=O)(=O)Cc2ccccc2)Nc2ccc(F)c(Cl)c2)n1,-3,10,1,0,-7,1,-2,-7,4
COc1ccc(NC(=O)N(C)C[C@H]2Oc3ccc(NS(=O)(=O)c4cccs4)cc3C(=O)N([C@@H](C)CO)C[C@@H]2C)cc1,.,0,0,.,.,3,22,.,-1
O=C(NC1CC1)c1scc2c1OCCO2,-8,4,7,1,0,-4,1,11,-2
COc1cc(CNCC2CCCO2)ccc1OCC(N)=O (stereo unspecified),3,0,2,-2,4,-2,-2,-5,-7
CCCOc1ccc(CC2CCC(=O)NC2=O)cc1 (stereo unspecified),0,3,4,1,3,0,-5,8,-1
COC(=O)c1ccc(-c2nc3ccccc3[nH]2)cc1,7,0,3,7,-3,6,9,-7,-3
Cc1ccc(NC(=O)c2nc[nH]c2C(=O)NC2CCN(C(=O)OC(C)(C)C)CC2)cc1,.,3,15,.,.,1,13,.,1
NC(=O)c1nsc(C(=O)N(c2ccccc2)C(C(=O)NCc2ccc(F)cc2)c2ccc(O)cc2)c1N (stereo unspecified),-9,-2,0,6,-5,5,16,-21,-7
CC(C)(C)NC(=O)CN(C(=O)CNS(=O)(=O)c1ccc(Cl)cc1)c1ccc2c(c1)OCCO2,4,11,2,0,1,12,-1,14,1
Cc1ccnc(NC2(C(F)(F)F)N=C(c3ccccc3)NC2=O)c1 (stereo unspecified),-1,6,3,-6,0,0,4,4,-5
COc1ccc(S(=O)(=O)N2CCOCC2)cc1NC(=O)COC(=O)C1CCC1,4,2,5,.,-1,-1,22,-27,1
COC(=O)CN(c1ccc(C)cc1)S(=O)(=O)c1c(C)[nH]c(=O)[nH]c1=O,1,1,0,-2,10,-1,8,-11,-1
O=S(=O)(Cc1nc2ccccc2s1)c1ccccc1,-4,-1,9,-11,3,4,-7,12,2
O=S(=O)(NCc1ccccc1Cl)c1cccs1,2,-2,6,6,-2,10,-22,-8,1
O=C(NCCC1=CCCCC1)c1cc2ccccc2oc1=O,0,14,10,-6,0,3,-3,0,-1
CCc1ccc2c(c1)C(O)(CC(=O)c1cccs1)C(=O)N2 (stereo unspecified),-13,-13,4,-7,-1,1,-1,-4,-7
CC(C)(C)OC(=O)N1CCCC1C(=O)N1CCc2ccccc21 (stereo unspecified),-4,2,2,5,-1,2,-2,-7,-4
C[C@@H]1CN(c2nc3nonc3nc2N2CCSCC2)C[C@H](C)O1,-2,2,.,7,-1,.,10,4,.
Cc1ccc(/C=C/C(=O)O)cc1S(=O)(=O)Nc1ccccc1C(=O)O,-5,-2,-2,-13,1,3,-1,-3,7
O=C(N/N=C/c1cn(-c2ccccc2)nc1-c1cc2ccccc2o1)c1cccnc1,-142,-21,-40,-8,-114,-23,-16,-5,-92

This is a subset; rates above refer to the full screens.
